Screening results as filed in PubChem.
TRPC4 agonist – opens the mouse TRPC4 cation channel; Q9QUQ5; HEK293 TRPC4beta/mu-opioid, Fluo4 calcium fluorescence; active compounds read high; B-score at 10 µM; 310,000 compounds, 0.49% hits;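 active = B-score above 5 SD of library B-scores, and initial fluorescence ratio not above library mean plus 5 SD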;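 note: positive B-score marks a calcium rise read as TRPC4 activation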
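Assay system – TRPC4beta and mu-opioid receptor HEK293 stable cells · Measured by – Fluo4 fluorescence, kinetic · Schedule – dye loading 45 min room temperature, 110 s kinetic read · Read-out – B-scored integrated calcium fluorescence ratio · Controls – buffer and maximal DAMGO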
MrgX1 agonist – activates human MrgX1 receptor signaling | MrgX1-HEK293 cells, Fluo-4 calcium fluorescence, agonist mode; active compounds read high | B-score at 10 µM | 310,000 compounds, 0.44% hits | AID 588627;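 active = calcium response B-score plate-corrected fluorescence ratio at least 3 library SD, with starting fluorescence B-score inside 5 SD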
Target sequence (Q96LB2 whole entry, looked up): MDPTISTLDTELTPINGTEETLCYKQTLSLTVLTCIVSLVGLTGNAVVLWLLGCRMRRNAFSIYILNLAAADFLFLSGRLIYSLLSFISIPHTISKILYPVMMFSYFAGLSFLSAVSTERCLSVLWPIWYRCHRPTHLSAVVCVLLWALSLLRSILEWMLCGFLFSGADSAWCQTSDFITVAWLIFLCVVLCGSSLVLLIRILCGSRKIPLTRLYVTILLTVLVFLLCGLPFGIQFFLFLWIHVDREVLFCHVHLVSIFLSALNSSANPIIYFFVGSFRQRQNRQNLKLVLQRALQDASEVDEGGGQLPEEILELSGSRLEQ
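times = overnight plating, then 30 min 37 °C plus 30 min room-temperature dye loading | assay system = stable human MrgX1 HEK293 cell line | input = fifteen thousand cells per well | signal = kinetic calcium dye fluorescence, Fluo-4 NW | dosing = compound delivered in addition one of three | read-out = B-scored fluorescence response ratio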
TRPC6 activator – mouse TRPC6 channel activation. B-score at 10 µM. HEK293-TRPC6 membrane potential dye fluorescence; active compounds read high. 310,000 compounds, 0.13% hits;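 active = B-score of the integrated fluorescence ratio above library mean plus 3 SD, and starting fluorescence ratio within library mean plus 5 SD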;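 note: higher score means more depolarization so channel activation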
ANO1 block – mouse TMEM16A channel inhibition, primary screen; normalized B-score (activity score, 25-100; higher = stronger inhibition) at 10 µM; Q8BHY3; HEK293 TMEM16A/YFP iodide influx fluorescence, ionomycin; 310,000 compounds, 1.2% hits;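 active = ratio plate-corrected score three or more library SD toward inhibition, starting fluorescence score within five deviations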;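 note: score derived from kinetic fluorescence span divided by baseline fluorescence per well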
ANO1 activ – mouse TMEM16A channel activation, primary screen. HEK293 TMEM16A/YFP-H148Q/I152L, iodide quench fluorescence; active compounds read low. Q8BHY3. 340,000 compounds, 0.3% hits. B-score at 10 µM;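 active = fluorescence-ratio B-score plate-corrected deviation score at least 3 library SD below zero, with starting fluorescence score within 5 deviations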;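 note: channel opened by trigger with iodide after compound preincubation; score built on the fluorescence ratio of max minus min over baseline; more negative score means more quench and so TMEM16A activation or potentiation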
MrgX1 antagonist – blocks BAM8-22 activation of human MrgX1 receptor. Q96LB2. MRGX1-HEK293 calcium flux, Fluo-4, BAM8-22 antagonism; active compounds read low. B-score at 10 µM. 310,000 compounds, 1.3% hits;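 active = calcium-response B-score plate-corrected more than 3 library SD below zero, starting fluorescence within 5 deviations, no agonist response on first addition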;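 note: peak minus trough fluorescence over baseline after final BAM8-22 challenge near maximal dose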
MrgX1 PAM – human MrgX1 positive allosteric modulation, primary screen | Q96LB2 | MrgX1-HEK293, Fluo-4 calcium flux, FDSS; active compounds read high | B-score at 10 µM | 310,000 compounds, 0.63% hits | AID 588675;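 active = plate-corrected calcium response at least 3 library SD above typical, normal starting fluorescence, not activating the receptor alone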;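 note: compound read alongside a low EC10 to EC30 dose of BAM8-22 agonist; peak minus trough fluorescence over baseline measured at the second addition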
RGS4 block – human RGS4 inhibition. P49798. B-score at 10 µM. 310,000 compounds, 0.45% hits. AID 463165. HEK293 M3R/RGS4 inducible, Fluo-4 calcium flux; active compounds read high; triggered by carbachol at its EC20;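 active = B-score, a plate-corrected calcium signal, over three deviations above library mean, with baseline fluorescence within five deviations of library mean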;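 note: RGS4 expression induced by doxycycline in cells with stable M3 receptor; B-score is computed from the integrated fluorescence ratio over baseline after carbachol; higher B-score means a larger calcium signal and so more RGS4 inhibition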
Target sequence (P49798 whole entry, looked up): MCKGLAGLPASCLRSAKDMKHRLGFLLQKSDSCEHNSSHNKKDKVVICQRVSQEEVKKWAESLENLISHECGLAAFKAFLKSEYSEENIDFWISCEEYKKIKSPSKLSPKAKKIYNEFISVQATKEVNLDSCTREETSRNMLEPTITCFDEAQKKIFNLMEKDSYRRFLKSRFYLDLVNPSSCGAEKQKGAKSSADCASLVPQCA
TRPC6 inh – mouse TRPC6 channel inhibition | HEK293-TRPC6, membrane potential dye, ACh-evoked depolarization; active compounds read low | B-score at 10 µM | 310,000 compounds, 1.1% hits;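 active = B-score under library mean minus 3 SD, initial fluorescence not abnormally high, positive integrated signal ratio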;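 note: B-score derived from integrated fluorescence ratio over the kinetic read; more negative B-score means stronger inhibition of depolarization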
TRPC4 PAM – TRPC4 (mouse) allosteric potentiation. Q9QUQ5. HEK293 TRPC4beta/mu-opioid, DAMGO EC20, Fluo-4 Ca2+ flux; active compounds read high. B-score at 10 µM. 310,000 compounds, 0.42% hits. AID 2227;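 active = B-score of calcium response area above 5 SD of library B-scores, with initial fluorescence ratio within 5 SD of library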;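 note: B-score of integrated fluorescence ratio over time as area under calcium response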
TRPC4 inh – blocks the mouse TRPC4 cation channel; 300,000 compounds, 0.39% hits; HEK293 TRPC4beta/mu-opioid, DAMGO-evoked Fluo4 calcium flux; active compounds read low; B-score at 10 µM;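 active = B-score over 3 SD under the library average, no early fluorescence shift, positive overall ratio signal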
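Assay system – HEK293 line stably carrying TRPC4beta and mu-opioid receptor · Doses – single dose · Detection – Fluo4 calcium-dye fluorescence, kinetic read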
An asterisk follows results filed as active; i = inactive; . = not tested or not shown. An unsorted share of the library; about 5.8% have a hit in one of these screens.

Fields: ANO1 block, ANO1 activ, TRPC4 agonist, MrgX1 antagonist, TRPC4 inh, TRPC6 activator, TRPC4 PAM, MrgX1 agonist, TRPC6 inh, RGS4 block, MrgX1 PAM
Cc1cccc(C2=NN(c3ccc(Br)cc3)[C@@H](C(=O)N3CCOC3=O)[C@@H]2c2ccc(F)cc2)c1
    i, i, i, i, i, i, i, i, i, i, i
CCOC(=O)C1CCCN(C(=O)Nc2c(-c3ccccc3)noc2C)C1 (stereo not given)
    i, i, i, i, i, i, i, i, i, i, i
CC(CN1CCCCCC1)C(=O)NN (stereo not given)
    i, i, i, i, i, i, i, i, i, i, i
COc1ccc(NC(=O)C(NC(C)=O)C(=O)NCc2ccc(F)cc2)cc1 (stereo not given)
    i, i, i, i, i, i, i, i, i, i, i
CCCN1CCN(CCNC(=O)Nc2cc(C)ccc2C)CC1
    i, i, i, i, i, i, i, i, i, i, i
O=c1[nH]ccc2c([N+](=O)[O-])cccc12
    i, i, i, i, i, i, i, i, i, i, i
CCOC(=O)c1c(N)sc2c1CCC(C)C2 (stereo not given)
    i, i, i, i, i, i, i, i, i, i, i
CCn1c(CNC(=O)c2ccco2)nnc1SCC(=O)Nc1ccc(Br)cc1F
    i, i, i, i, i, i, i, i, i, i, i
CC(=O)Nc1ccc(C(=O)N/N=C/c2ccccc2OC(=O)c2ccc(Cl)cc2)cc1
    i, i, i, i, i, i, i, i, i, i, i
COC(=O)c1ccc(C2N=C(c3cccs3)CC(c3ccccc3O)N2)cc1 (stereo not given)
    i, i, i, i, i, i, i, i, i, i, i
CSCC(C)N1CCC(CCC(=O)NC2CC2)CC1 (stereo not given)
    i, i, i, i, i, i, i, i, i, i, i
COc1ccc(S(=O)(=O)N2CCOCC2)cc1NC(=O)COc1ncnc2ccccc12
    i, i, i, i, i, i, i, i, i, i, i
Cc1cc(Cl)ccc1OCC(=O)NCCC(=O)O
    i, i, i, i, i, i, i, i, -6.6*, i, i
Cc1nc2sc3c(c2c(=O)o1)CC(C)(C)OC3
    i, i, i, -6.1*, i, i, i, i, i, i, i
Cc1nn(C)cc1-c1cc(C(=O)O)c2ccccc2n1
    i, i, i, i, i, i, i, i, i, i, i
COc1ccc(CCNS(=O)(=O)c2cccc(C(=O)O)c2)cc1OC
    i, i, i, i, i, i, i, i, i, i, i
CC(C)CCN(C)C1CCN(S(=O)(=O)c2ccc(F)cc2)CC1
    i, i, i, i, i, i, i, i, i, i, i
O=C(CN1CCN(Cc2ccc3c(c2)OCO3)CC1)c1c[nH]c2ccccc12
    i, i, i, i, i, i, i, i, i, i, i
COc1ccc(-c2[nH]nc3c2C(c2ccsc2)C(C#N)=C(N)O3)cc1 (stereo not given)
    i, i, i, i, i, i, i, i, i, i, i
CC(C)CCCN1C(Nc2ccccc2)=NC[C@@H]1Cc1ccccc1
    i, i, i, i, i, i, i, i, i, i, i
Cc1ccc([N+](=O)[O-])cc1NC(=O)c1ccc2c(c1)OCO2
    i, i, i, i, i, i, i, i, i, i, i
COc1ccc(Cl)c(OC)c1C(=O)NC(=O)Nc1c(F)cc(F)cc1F
    i, i, i, i, i, i, i, i, i, i, i
CCC(=O)N1CCCc2cc(S(=O)(=O)N3CCN(c4ccccn4)CC3)ccc21
    i, i, i, i, i, i, i, i, i, i, i
CCOc1cc(C(=O)NCc2ccccc2)ccc1OCC(=O)N1CCOCC1
    i, i, i, i, i, i, i, i, i, i, i
COc1ccc(S(=O)(=O)NCc2ccccn2)cc1NC(=O)c1ccccc1
    i, i, i, i, i, i, i, i, i, i, i
Cc1cccc(NC(=O)c2sc3nc4c(c(-c5ccco5)c3c2N)CCC4)c1
    i, i, i, i, i, i, i, i, i, i, i
CCOC(=O)c1c(CN(C)C)oc2cc(CN(C)C)c(O)c(CSc3ccccc3)c12
    i, i, i, i, i, i, i, i, i, i, i
Cc1cc(C(=O)NC2CCCc3c2cnn3-c2cccc(C)c2C)c(C)o1 (stereo not given)
    i, i, i, i, i, i, i, i, i, i, i
CC(=O)Nc1ccc(NC(C)=C(C#N)C#N)cc1
    i, i, i, i, i, i, i, i, i, i, i
O=C(Cc1c(Cl)cccc1Cl)N/N=C/c1cccnc1
    i, i, i, i, i, i, i, i, i, i, i
CC(=O)c1sc(NC(=O)c2ccccc2)nc1-c1ccccc1
    i, i, i, i, i, i, i, i, i, i, i
CN(C)c1ccc(C(=S)N2CCN(c3ccc([N+](=O)[O-])cc3)CC2)cc1
    i, i, i, i, i, i, 19*, i, i, i, i
CN(C)c1nc(N(C)C)nc(N(C#N)CN2C(=O)c3ccccc3S2(=O)=O)n1
    i, i, i, i, i, i, i, i, i, i, i
OC(CN1CCN(c2ccccc2Cl)CC1)c1ccccc1 (stereo not given)
    i, i, i, i, i, i, i, i, i, i, i
COc1cc(OC)c(N(C)C(=O)c2cc3c(s2)-c2ccccc2S(=O)(=O)C3)cc1Cl
    i, i, i, i, i, i, i, i, i, 17*, i
Cc1nnc(SCCn2c(N3CCCCC3)nc3c2c(=O)[nH]c(=O)n3C)s1
    i, i, i, i, i, i, i, i, i, i, i
Cc1ccc(NC(=O)c2sccc2C)cc1[N+](=O)[O-]
    i, i, i, i, i, i, i, i, i, i, i
Cc1ccc(CC(=O)Nc2nnc(-c3ccc(F)cc3)o2)c(C)c1
    i, i, i, i, i, i, i, i, i, i, i
O=C(OCCOc1cccc(Cl)c1)C1CCN(S(=O)(=O)c2ccccc2)CC1
    i, i, i, i, i, i, i, i, i, i, i
COc1ccc(CNC(=O)C2CCN(S(=O)(=O)N3CCCCC3)CC2)cc1
    i, i, i, i, i, i, i, i, i, i, i
FC(F)(F)c1nnc(-c2ccccc2)nc1N1CCOCC1
    i, i, i, i, i, i, i, i, i, i, i
CC(C)C[C@H](NC(=O)N1CCn2c1nc1ccccc12)C(=O)N[C@@H](Cc1ccccc1)C(=O)O
    i, i, i, i, i, i, i, i, i, i, i
CN(C)c1cc(Nc2cccc(O)c2)c([N+](=O)[O-])c2nonc12
    i, i, i, i, i, i, i, i, i, i, i
O=C(CSc1ccc(-c2ccccc2)nn1)N1CCN(c2ccccc2)CC1
    i, i, i, i, i, i, i, i, i, i, i
COC(=O)c1cccc(CN2C(=O)SC(Nc3ccccc3)C2=O)c1 (stereo not given)
    i, i, i, i, i, i, i, i, i, i, i
CCOC(=O)CSc1ccc(C(=O)Nc2ccc(OC)cc2)cn1
    i, i, i, i, i, i, i, i, i, i, i
C=CCC1(CC=C)CCCN1C(=O)c1cc(COc2ccc(-n3cncn3)cc2)on1
    100*, i, i, i, i, i, i, i, i, i, i
CC(NC(=O)COC(=O)C1CCC1)c1ccccc1 (stereo not given)
    i, i, i, i, i, i, i, i, i, i, i
O=C(NCCc1ccccc1)c1cnc2ccccc2n1
    i, i, i, i, i, i, 16*, i, i, i, i
CC(C)N(Cc1ccccc1)C(=O)CSc1nccn1C
    i, i, i, i, i, i, i, i, i, i, i

Additional entries
Fields: ANO1 block, ANO1 activ, TRPC4 agonist, MrgX1 antagonist, TRPC4 inh, TRPC6 activator, TRPC4 PAM, MrgX1 agonist, TRPC6 inh, RGS4 block, MrgX1 PAM
CCOc1ccc(N2C(=O)c3ccc(C(=O)OCC(=O)N(CC)C4CCS(=O)(=O)C4)cc3C2=O)cc1 (stereo not given)
    i, i, i, i, i, i, i, i, i, i, i
CC(=O)c1cc2c(cc1NC(=O)CCNC(=O)c1ccccc1Cl)OCO2
    i, i, i, i, i, i, i, i, i, i, i
CCCCNC(=O)N1CCc2ccccc2C1
    i, i, i, i, i, i, i, i, i, i, i
COc1cc(OC)c(-c2nnc(-c3ccc(OC)c(OC)c3OC)o2)cc1OC
    i, i, i, i, i, i, i, i, i, i, i
O=C(O)c1ccc(Cl)c(NC(=S)NC(=O)c2cccc(COc3ccccc3)c2)c1
    i, i, i, i, i, i, i, i, i, i, i
NS(=O)(=O)c1cnccc1Nc1cccc(Br)c1
    i, i, i, i, i, i, i, i, i, i, i
Cc1cccc(CN2CCc3c([nH]c4ccccc34)C2)c1
    i, i, i, i, i, i, i, i, i, i, i
Cc1cc(C)cc(N(C(=O)CCC(=O)Nc2cc(C)on2)C(C(=O)NC2CCCC2)c2ccco2)c1 (stereo not given)
    i, i, i, i, i, i, i, i, i, i, i
Cc1ccc(S(=O)(=O)N(C)C)cc1NC(=O)COC(=O)/C=C/c1ccc2c(c1)OCO2
    i, i, i, i, i, i, i, i, i, i, i
Cc1ccc(NC(=O)CCC(=O)N/N=C/c2ccc([N+](=O)[O-])o2)cc1C
    i, i, i, i, i, i, i, i, i, i, i
CCCCNC(=O)CN1C(=O)c2cccc(N)c2C1=O
    ., i, i, ., i, i, i, ., i, i, .
O=C(CSc1ncn[nH]1)Nc1ccccc1Sc1ccccc1
    i, i, i, i, i, i, i, i, i, i, i
CCOC(=O)c1cnn(-c2ccccc2)c1NC(=O)CN1CCOCC1
    i, i, i, i, i, i, i, i, i, i, i
Cc1onc(-c2ccccc2Cl)c1C(=O)Nc1nc2ccc(S(C)(=O)=O)cc2s1
    i, i, i, i, i, i, i, i, i, i, i
CCOC(=O)c1c(C)c(C(=O)Nc2ccc3c(c2)OCCO3)c(C)n1C
    i, i, i, i, i, i, i, i, i, i, i
CC12CC(NC(=O)N1c1cccc(C(=O)NCc3ccc4c(c3)OCO4)c1)c1cc(Cl)ccc1O2 (stereo not given)
    i, i, i, -7*, i, i, i, i, i, i, i
CN(CC(=O)Nc1ccncc1)S(=O)(=O)c1ccccc1
    i, i, i, i, i, i, i, i, i, i, i
Cc1nc(S(=O)(=O)c2ccc(Br)cc2)nc2c1CCC2
    i, i, i, i, i, i, i, i, i, i, i
